# Assay outcomes as filed in PubChem BioAssay.
# CHRM4 agonist – CHRM4 agonism in calcium assay; CHO-K1 hM4/Gqi5, Fluo-8 calcium fluorescence; vehicle 0%, full acetylcholine response 100%; activation, % at 3 µM; 360,000 tested, 0.14% active; AID 624127;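 active = activation above the run mean over all test wells plus 3 SD, cut at about 32% in these data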;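 also: peak over basal fluorescence ratio per well then scaled between controls; 0% = DMSO wells and 100% = acetylcholine at EC100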
# Target sequence (P08173 whole entry, looked up): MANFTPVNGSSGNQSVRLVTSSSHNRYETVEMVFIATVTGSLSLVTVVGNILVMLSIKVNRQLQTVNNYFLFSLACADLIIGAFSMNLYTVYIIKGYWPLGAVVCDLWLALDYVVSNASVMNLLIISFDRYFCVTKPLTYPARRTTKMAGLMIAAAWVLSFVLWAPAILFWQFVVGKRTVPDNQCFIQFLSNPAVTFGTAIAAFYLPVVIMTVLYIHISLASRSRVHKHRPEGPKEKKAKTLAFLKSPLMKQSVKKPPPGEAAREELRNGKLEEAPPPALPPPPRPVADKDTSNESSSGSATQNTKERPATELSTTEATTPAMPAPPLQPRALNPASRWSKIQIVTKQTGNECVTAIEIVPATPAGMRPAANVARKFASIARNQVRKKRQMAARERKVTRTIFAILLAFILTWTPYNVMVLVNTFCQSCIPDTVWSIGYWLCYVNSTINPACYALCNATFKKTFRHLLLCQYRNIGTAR
# M5 antag – antagonists of human muscarinic M5 receptor (CHRM5); P08912; CHO-hM5 cells, Fluo-8 calcium fluorescence, ACh EC80; inhibition, % at 3 µM; 360,000 tested, 0.59% active;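 active = inhibition above a per-plate cutoff, the mean of that plate's test compounds plus 3 SD, cut at about 27% in these data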;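 also: 0% = acetylcholine EC80 with DMSO and 100% = DMSO without agonist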
# Target sequence (P08912 whole entry, looked up): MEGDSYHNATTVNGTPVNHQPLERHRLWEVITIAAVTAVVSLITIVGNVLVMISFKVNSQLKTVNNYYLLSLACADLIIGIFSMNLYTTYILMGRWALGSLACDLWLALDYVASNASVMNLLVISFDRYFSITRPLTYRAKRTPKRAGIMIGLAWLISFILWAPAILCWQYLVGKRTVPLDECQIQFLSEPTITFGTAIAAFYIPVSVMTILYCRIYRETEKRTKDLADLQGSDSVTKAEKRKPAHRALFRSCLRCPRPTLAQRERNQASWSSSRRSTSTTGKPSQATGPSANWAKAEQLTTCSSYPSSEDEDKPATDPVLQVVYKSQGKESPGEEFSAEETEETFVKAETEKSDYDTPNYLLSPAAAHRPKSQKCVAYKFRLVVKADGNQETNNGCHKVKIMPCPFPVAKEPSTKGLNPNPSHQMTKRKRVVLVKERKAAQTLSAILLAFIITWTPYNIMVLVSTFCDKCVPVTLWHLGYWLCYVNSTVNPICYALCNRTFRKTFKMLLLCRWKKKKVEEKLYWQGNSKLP
# CRFBP-R2 agonist – CRF-BP/CRF-R2 complex agonism | 350,000 tested, 0.46% active | activation, % at 13.2 µM | HEK293 CRF-R2/CRF-BP, calcium dye fluorescence (FLIPR); percent of saturating CRF peptide response | AID 588473;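 active = activation of at least 50%, plus an integration ratio under a set limit after plate pattern correction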;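 also: plate controls were neutral control wells without compound for no effect and CRF at EC100 for full effect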
# M5 PAM – positive allosteric modulators of human muscarinic M5 receptor | CHO-K1 hM5, Fluo-8 calcium, ACh EC20 PAM; 0% = ACh EC20, 100% = ACh EC100 | activation, % at 3 µM | 360,000 tested, 0.3% active;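 active = activation above the run cutoff, the mean activation of all test compounds plus 3 SD, cut at about 18% in these data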
#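 Assay system: CHO-K1 hM5 cells / Incubation: Fluo-8 loading 80 min at 37 °C plus 30 min room temperature / Technique: Fluo-8 calcium dye fluorescence, kinetic read / Repeats: single replicate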
# IDE cell inh – cellular human IDE inhibition; P14735; 320,000 tested, 0.41% active; inhibition, % at 5.59 µM; HEK cells, FAbetaB cleavage, fluorescence polarization;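 active = percent inhibition above the average of all tested compounds plus 3 SD, set per screening campaign, cut at about 16% in these data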;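 also: IDE supplied by intact live HEK cells; FP after avidin binding of uncleaved biotin substrate so inhibition keeps polarization high; 0% = DMSO wells and 100% = 60 µM reference IDE inhibitor Ii1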
# CHRM5 agonist – agonists of human muscarinic M5 receptor (CHRM5); CHO-K1 hM5 cells, Fluo-8 calcium fluorescence; 0% DMSO wells, 100% maximal acetylcholine response; 360,000 tested, 0.19% active; P08912; activation, % at 3 µM;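 active = activation above the run's mean over test compounds plus 3 SD, cut at about 23% in these data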;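 also: signal is peak over basal fluorescence ratio across the kinetic read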
# M4 PAM – potentiates acetylcholine response at human M4 receptor; CHO-K1 hM4/Gqi5, Fluo-8 calcium fluorescence, ACh EC20; 0% = ACh EC20, 100% = maximal ACh; activation, % at 3 µM; 360,000 tested, 0.4% active; AID 624126;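 active = activation above its plate's cutoff, the mean activation of sample wells plus 3 SD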; also: some results filed as inactive read as strong as hits
# M4 antag – antagonists of human muscarinic M4 receptor (CHRM4); CHO-hM4 cells, ACh EC80, Fluo-8 calcium fluorescence; inhibition, % at 3 µM; P08173; 360,000 tested, 0.73% active;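 active = inhibition above its plate's cutoff, the mean inhibition of sample wells plus 3 SD, cut at about 27% in these data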;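 also: 0% = acetylcholine EC80 with DMSO and 100% = DMSO without agonist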
# CRFBP-R2 block – CRF-BP/CRF-R2 complex antagonism; HEK293 CRF-R2/CRF-BP, CRF-induced calcium fluorescence; inhibition, % at 11.8 µM; 350,000 tested, 0.59% active; AID 588475;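 active = inhibition of the ligand-induced calcium signal above about 50% at the single tested concentration, limit read from the data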
# * hit, by the source's call; · = no result given.
CRFBP-R2 block	M5 PAM	M4 PAM	IDE cell inh	CHRM5 agonist	M5 antag	CRFBP-R2 agonist	M4 antag	CHRM4 agonist	SMILES
9	1	6	2	-1	-4	0.3	-13	1	O=C(CCS(=O)(=O)c1cccc2nonc12)NCCc1ccccc1
4	4	-7	-24	-3	9	-1.1	-7	5	COc1ccc(C)cc1NC(=O)C1CCN(S(=O)(=O)c2cccc3nonc23)CC1
-12	-1	2	6	3	-4	-0.6	-10	-2	CCn1c(SCC(=O)N2CCCCC2)nc2c(c1=O)SC(C)C2 (configuration not stated)
-30	2	10	5	-6	6	-3.7	-6	0	CCOC(=O)c1nnn(-c2nc(OC)nc(N3CCCC3)n2)c1-c1ccccc1
-3	-2	10	-2	1	3	1.1	5	4	CN1CCN(S(=O)(=O)c2ccc(N3CCN(c4ccc(O)cc4)CC3)c([N+](=O)[O-])c2)CC1
0	-19	-6	8	3	20	-0.8	2	14	CN(CC(=O)Nc1ccccc1Cl)C(=O)c1cccc(S(=O)(=O)N2CCN(Cc3ccccc3)CC2)c1
-10	2	9	-3	4	-7	-0.7	7	2	COc1ccc(C(C(=O)NC(C)(C)C)N(C(=O)CNC(=O)c2cccs2)c2ccc(C(C)C)cc2)cc1OC (configuration not stated)
-1	-1	2	10	4	-1	-0.2	-6	11	NC(=O)c1nsc(C(=O)N(CCc2ccccc2)C(C(=O)NC2CCCC2)c2ccco2)c1N (configuration not stated)
50	1	5	11	0	1	-0.8	1	0	O=C(Nc1ccc2c(c1)OCO2)Nc1ccc(Cl)cc1Cl
4	-4	3	·	4	5	-0.8	3	-1	CCc1nnc(NC(=O)C2CCN(C(=O)c3ccccc3C)CC2)s1
-5	3	7	-4	1	-2	0.1	-6	2	Cc1c(OCC(=O)N[C@@H](Cc2ccccc2)C(=O)O)ccc2c3c(c(=O)oc12)CCC3
11	-3	-4	4	0	3	0.6	-4	0	Cc1cccc(CNC(=O)C2CCCN(c3nn4c(=O)cc(C)nc4s3)C2)c1 (configuration not stated)
3	3	3	5	-2	-3	-0.7	12	1	Cn1cnnc1SCCC(=O)Nc1ccc(Cl)cc1
-17	6	10	0	-3	-8	1.1	3	2	NC(=O)c1cc(-c2csc(NCCc3ccccc3)n2)ccc1O
10	4	4	·	-4	11	-1.6	-5	0	Clc1nc(Cl)c2ncn(-c3ccccc3)c2n1
1	-7	1	-1	-6	2	0.8	2	0	COc1cccc(OC)c1-c1nnc(-c2cn(C)c3ccccc23)o1
-9	-2	-7	3	-2	-6	0.8	5	1	CCOC(=O)c1nc(-c2ccc(OC)c(OC)c2)cnc1C#N
3	-6	-4	4	0	13	0.6	-2	9	O=C(Nc1cc(F)ccc1F)C1CCN(S(=O)(=O)c2cccc3nonc23)CC1
8	7	14	2	-4	-21	-0.2	-16	2	COc1ccc(NC2=C(C(C)=O)C(c3ccc(N(C)C)cc3)C(C(C)=O)C(C)(O)C2)cc1 (configuration not stated)
-6	-4	0	5	-4	-4	2.5	-3	1	CCN(c1ccc(NC(=O)CSc2nnc3nc(C)cc(C)n23)cc1)C(C)C

# A second format for part of the listing above:
Structure | CRFBP-R2 block | M5 PAM | M4 PAM | IDE cell inh | CHRM5 agonist | M5 antag | CRFBP-R2 agonist | M4 antag | CHRM4 agonist
COc1ccc(C)cc1NC(=O)C1CCN(S(=O)(=O)c2cccc3nonc23)CC1 | 4 | 4 | -7 | -24 | -3 | 9 | -1.1 | -7 | 5
CCn1c(SCC(=O)N2CCCCC2)nc2c(c1=O)SC(C)C2 (configuration not stated) | -12 | -1 | 2 | 6 | 3 | -4 | -0.6 | -10 | -2
CCOC(=O)c1nnn(-c2nc(OC)nc(N3CCCC3)n2)c1-c1ccccc1 | -30 | 2 | 10 | 5 | -6 | 6 | -3.7 | -6 | 0

# (more compounds)
CRFBP-R2 block	M5 PAM	M4 PAM	IDE cell inh	CHRM5 agonist	M5 antag	CRFBP-R2 agonist	M4 antag	CHRM4 agonist	SMILES
9	-1	-7	5	-1	-6	-0.7	-2	-2	CCCCCCOC(=O)Nc1ccc(S(=O)(=O)Nc2cccc([N+](=O)[O-])c2)cc1
0	4	4	-4	1	-1	0.9	7	1	O=C(O)c1ccc(OS(=O)(=O)c2ccc(Cl)s2)c(Cl)c1
9	8	-2	4	0	4	-0.4	2	1	COc1ccc(Nc2oc(-c3ccc(F)cc3)nc2C#N)cc1
8	-5	-2	-2	1	-2	0.5	6	1	CC(C)NC(=O)NS(=O)(=O)c1cnccc1NC1CC2CCC1C2 (configuration not stated)
-11	-6	5	·	1	12	1.1	-13	-1	COc1ccccc1C#CC1=CC(=O)CC(C)(C)C1
0	-4	0	-1	-3	15	-1.1	-13	0	CC(=O)Nc1ccc(S(=O)(=O)N2CCN(C(=O)N3CCCC3)CC2)cc1
-24	4	-1	2	-2	-5	-0.3	4	2	CC(c1ccccc1)n1cc(C(=O)NCC2COc3ccccc3O2)nn1 (configuration not stated)
23	6	-2	-1	-4	-4	0.1	6	1	COC(=O)c1sccc1NC(=O)Nc1cc(C)ccc1C
0	0	2	·	-4	21	-1.8	-5	1	Cc1ccc(S(=O)(=O)NNc2c3ccccc3nc3ccc(Cl)cc23)cc1
-1	1	8	-1	1	-1	-0.4	-9	0	Cc1cc(C)nc(NS(=O)(=O)c2ccc(N3C(=O)C4CC=C(Cl)CC4C3=O)cc2)n1 (configuration not stated)

# The final 2 records of the part before lead into the next.
CRFBP-R2 block	M5 PAM	M4 PAM	IDE cell inh	CHRM5 agonist	M5 antag	CRFBP-R2 agonist	M4 antag	CHRM4 agonist	SMILES
0	0	2	·	-4	21	-1.8	-5	1	Cc1ccc(S(=O)(=O)NNc2c3ccccc3nc3ccc(Cl)cc23)cc1
-1	1	8	-1	1	-1	-0.4	-9	0	Cc1cc(C)nc(NS(=O)(=O)c2ccc(N3C(=O)C4CC=C(Cl)CC4C3=O)cc2)n1 (configuration not stated)
-13	-1	-4	-1	1	0	0.7	-2	0	Cc1ccc(/C=C/S(=O)(=O)N2CCC(C(=O)O)CC2)cc1
-9	5	5	2	3	-7	0.1	-7	1	O=[N+]([O-])c1ccc(Nc2nc(N3CCOCC3)nc(N3CCOCC3)n2)cc1
28	8	4	12	-2	-3	-1.8	-4	0	CCc1nc(N)c(C#N)c(-c2ccco2)c1C
-4	-5	-2	·	-9	-4	3.6	-6	4	O=CN(Cc1ccccc1)c1cc([N+](=O)[O-])ccc1OCc1ccccc1
0	1	-2	1	-11	4	-2.5	-1	1	Cc1ccc2c(c1)CCCN2CC(=O)Nc1cc(S(=O)(=O)N2CCCC2)ccc1Cl
-3	1	4	2	2	1	0.2	-6	0	Cc1cc(Cl)ccc1OCC(=O)OCC(=O)N(CC(C)C)c1c(N)n(Cc2ccccc2)c(=O)[nH]c1=O
-20	0	11	1	-1	0	-1.8	-8	0	CCn1c(COc2ccc(=O)n(-c3ccccc3)n2)nnc1SCc1cccc(OC)c1
0	1	10	-3	3	6	-0.3	-14	1	O=C1C=CC(=C(c2ccc(O)cc2)c2ccc(O)cc2)C=C1
28	-4	-1	·	-2	6	-2.0	-8	1	Cn1c(CCN2CCCC2)nc2cc(NC(=O)COc3ccc(Cl)cc3)ccc21
12	-8	-11	0	-2	12	-2.8	6	16	NS(=O)(=O)c1ccc(Cl)cc1[N+](=O)[O-]
12	2	0	1	-2	3	-1.2	1	2	CC1Cc2ccccc2N1C(=O)CSc1nnc(N)s1 (configuration not stated)
45	-2	5	7	-2	2	-0.5	-10	8	Cc1ccccc1C(=O)NCC(=O)OC(C)C(=O)Nc1cccc(S(=O)(=O)N2CCOCC2)c1 (configuration not stated)
-29	-2	3	0	7	2	-1.1	3	5	O=C(COC(=O)c1n[nH]c2ccccc12)NC(=O)NC1CCCCC1
-8	-5	4	0	-2	-12	-0.5	-23	1	CCCSc1nc2c(c(=O)[nH]c(=O)n2C)n1CCc1ccccc1
-2	-4	-2	-1	-1	-6	-0.5	5	1	CN1C(=O)c2cccc3c(S(=O)(=O)NCc4ccco4)ccc1c23
12	-5	8	·	0	2	-2.0	-15	1	O=C(Nc1ccc(C(=O)N2CCOCC2)cc1)C1CCC1
-15	-1	3	7	-3	3	-3.1	-3	0	Cc1ccc(-c2cc3nc4c(c(=O)n3[nH]2)CCCC4)cc1
8	2	8	-1	-1	15	-3.1	-3	2	COc1ccc(-c2[nH]ncc2CN2CCN(c3ccccn3)CC2)c(OC)c1
-2	5	7	6	-1	6	-1.1	-2	1	COc1ccc(NC(=O)CCN2C(=O)C3C4C=CC(C4)C3C2=O)cc1 (configuration not stated)
-9	-4	-3	·	2	0	1.8	-21	2	O=C(NNC(=O)C(c1ccccc1)c1ccccc1)c1ccccc1O
-1	0	-9	0	-1	10	-1.0	8	6	COc1cc(CC(=O)N(C)CC(=O)Nc2ccc(Cl)c(C(F)(F)F)c2)cc(OC)c1OC
-5	-5	1	3	1	1	0.5	-4	5	Cc1nc2cc(-c3cccc(F)c3)nn2c(C)c1CCC(=O)NC(C)CCc1ccco1 (configuration not stated)
-16	2	-1	-1	-1	3	-0.3	0	1	O=C1Nc2ccccc2C1=Nc1ccc(Br)cc1
-2	0	7	-5	-3	10	0.2	7	5	COc1ccc(-n2nc3c(c2NC(=O)c2ccc4c(c2)OCO4)CS(=O)(=O)C3)cc1
1	1	5	1	-3	8	1.9	8	0	N#CC(Nc1ccccc1)c1ccccc1OCc1ccccc1 (configuration not stated)
·	-1	1	·	-1	4	·	12	2	Cc1cc(C(O)c2ncc(-c3ccc(Oc4ccccc4)cc3)[nH]2)ccc1F (configuration not stated)
5	3	2	5	-2	-5	0.3	-3	0	COC(=O)c1ccc(CS(=O)(=O)c2ccc(F)cc2)o1
27	8	0	-1	-2	2	0.2	-1	-2	Oc1ccc(N=Nc2ccccc2-c2nn[nH]n2)c(O)c1
11	-7	-10	-2	-9	3	-3.7	3	3	O=[N+]([O-])c1ccc(NCCOc2ccccc2Cl)nc1
-11	-3	10	7	-2	-6	-1.1	12	-1	N#Cc1c(N)nc2c(c1-c1ccccc1)CCCC2
-20	-7	-4	7	-16	14	-2.3	3	7	COCC(C)NC(=O)c1ccc2nc(-c3ccccc3)c(-c3ccccc3)nc2c1 (configuration not stated)
-16	3	15*	4	-11	5	2.3	-18	1	C/C(=N\Nc1c(F)c(F)c(Br)c(F)c1F)c1ccncc1
-66	-7	-3	-2	-1	5	1.8	5	-1	Cc1cc(C)c(S(=O)(=O)N2CCCCCC2)cc1Br
-7	7	15	-1	0	8	-3.1	-3	2	C/C=C/C(=O)OCC(=O)Nc1cccc(S(=O)(=O)NC2=NCCCCC2)c1
0	4	3	-1	4	10	3.0	-7	2	O=C1NC2(CCCC2)C(=O)N1CCS(=O)(=O)Oc1ccccc1
0	1	-2	1	2	-3	0.6	-7	1	O=C(O)[C@H](CSCc1ccccc1)NS(=O)(=O)c1ccc(F)cc1
-16	-8	1	-1	7	3	-0.1	-8	9	Cc1ccc(NS(=O)(=O)c2ccc3c(c2)OCCCO3)cc1S(=O)(=O)N1CCOCC1
37	-2	-3	1	0	-7	-2.0	2	1	COc1cc(/C=N/NC(=O)c2ccoc2C)ccc1O
1	5	-5	7	-4	7	-2.5	1	0	COc1cc(CN2CCN(c3cccc(C)c3C)CC2)cc([N+](=O)[O-])c1O
8	-1	2	4	1	-6	0.0	2	4	CN(C)C=NC(=O)c1ccc([N+](=O)[O-])c(CS(=O)(=O)c2ccc(Cl)cc2)c1
3	-10	-12	1	1	12	0.9	7	3	Cc1ccc(-n2nnnc2SCn2nnc3ccccc3c2=O)cc1
2	-5	10	3	1	-1	-1.8	-10	1	CCn1c(SCC(=O)NCC2CCCO2)nnc1-c1ccc(Cl)cc1 (configuration not stated)
